Compound activity deposited in PubChem BioAssay by several laboratories.
MEP2-GFP yeast – yeast TOR pathway MEP2-GFP modulation | S. cerevisiae MEP2-GFP strain, flow cytometry GFP, 3 h; 100% = DMSO control level | GFP response vs DMSO, % at 10 µM | hit rate 0.51% among 330,000;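 active = GFP response versus DMSO above a set limit, roughly screen mean plus 3 SD, cut at about 180% in these data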;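 also: median GFP fluorescence of the barcode-gated MEP2-GFP cells per well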
proCasp7 act – activates human procaspase-7, counter-screen for procaspase-3 activators | recombinant procaspase-7, Ac-DEVD-pNA absorbance 405 nm; D23A/D198A/D206A triple mutant, cannot self-cleave; scale: DMSO 0, 5 µM enzyme 100 | activation, % at 8.5 µM | hit rate 0.093% among 330,000;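 active = percent activation above the screen-wide mean plus 3 SD, cut at about 25% in these data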
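Assay system: Uncleavable procaspase-7 mutant enzyme / Input: 2 µM procaspase-7 mutant as dispensed / Dosing: single nominal 8.5 µM compound dose, 0.8% DMSO final / Timing: 1 h enzyme–compound preincubation and 2 h substrate reaction, both 25 °C / Detection: p-Nitroaniline absorbance at 405 nm, read at 0 and 120 min / Replication: singlicate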
Yeast superoxide – lowers age-related superoxide in aged yeast cells; superoxide response (% of plate mean), % at 10 µM; AID 2690; hit rate 0.18% among 330,000; S. cerevisiae aged cells, superoxide DHE fluorescence; hits give low values;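 active = superoxide response under a set limit, about three screen SD below normal, cut at about 65% in these data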;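 also: yeast aged for seven days with compound at 30 °C before DHE staining; 100% = average MFI of all compound-treated wells on the plate with controls excluded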
proCasp3 act – procaspase-3 (human) activation | P42574 | recombinant procaspase-3 D3A, Ac-DEVD-pNA absorbance 405 nm | activation, % at 8.5 µM | hit rate 0.11% among 330,000;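 active = activation above the mean of all tested compounds plus 3 SD, cut at about 21% in these data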;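 also: 0% = DMSO alone and 100% = DMSO wells spiked with extra 5 µM PC-3 D3A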
Target sequence (P42574 whole entry D9A/D28A/D175A): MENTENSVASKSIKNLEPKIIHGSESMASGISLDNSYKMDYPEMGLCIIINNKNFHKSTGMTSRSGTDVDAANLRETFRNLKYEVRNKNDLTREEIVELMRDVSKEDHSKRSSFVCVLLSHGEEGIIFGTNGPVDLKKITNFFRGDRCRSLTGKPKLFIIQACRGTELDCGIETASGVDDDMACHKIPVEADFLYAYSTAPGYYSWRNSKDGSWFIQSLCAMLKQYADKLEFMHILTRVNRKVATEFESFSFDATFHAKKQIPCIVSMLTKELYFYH
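assay system = Procaspase-3 D3A mutant | signal = absorbance at 405 nm, 0 and 120 min | times = 1 h preincubation plus 2 h reaction at 25 °C | repeats = single replicate | read-out = % activation between DMSO and enzyme-spiked controls | medium = Zinc-free HEPES saline buffer with Triton X-100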
AHR activator – activators of human aryl hydrocarbon receptor | hit rate 2.5% among 320,000 | P35869 | activation, % at 5 µM | AHR-responsive luciferase reporter cells, luminescence; in the data active = activation above about 47%;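 also: 0% = vehicle wells and 100% = reference agonist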
Target sequence (P35869 whole entry, looked up): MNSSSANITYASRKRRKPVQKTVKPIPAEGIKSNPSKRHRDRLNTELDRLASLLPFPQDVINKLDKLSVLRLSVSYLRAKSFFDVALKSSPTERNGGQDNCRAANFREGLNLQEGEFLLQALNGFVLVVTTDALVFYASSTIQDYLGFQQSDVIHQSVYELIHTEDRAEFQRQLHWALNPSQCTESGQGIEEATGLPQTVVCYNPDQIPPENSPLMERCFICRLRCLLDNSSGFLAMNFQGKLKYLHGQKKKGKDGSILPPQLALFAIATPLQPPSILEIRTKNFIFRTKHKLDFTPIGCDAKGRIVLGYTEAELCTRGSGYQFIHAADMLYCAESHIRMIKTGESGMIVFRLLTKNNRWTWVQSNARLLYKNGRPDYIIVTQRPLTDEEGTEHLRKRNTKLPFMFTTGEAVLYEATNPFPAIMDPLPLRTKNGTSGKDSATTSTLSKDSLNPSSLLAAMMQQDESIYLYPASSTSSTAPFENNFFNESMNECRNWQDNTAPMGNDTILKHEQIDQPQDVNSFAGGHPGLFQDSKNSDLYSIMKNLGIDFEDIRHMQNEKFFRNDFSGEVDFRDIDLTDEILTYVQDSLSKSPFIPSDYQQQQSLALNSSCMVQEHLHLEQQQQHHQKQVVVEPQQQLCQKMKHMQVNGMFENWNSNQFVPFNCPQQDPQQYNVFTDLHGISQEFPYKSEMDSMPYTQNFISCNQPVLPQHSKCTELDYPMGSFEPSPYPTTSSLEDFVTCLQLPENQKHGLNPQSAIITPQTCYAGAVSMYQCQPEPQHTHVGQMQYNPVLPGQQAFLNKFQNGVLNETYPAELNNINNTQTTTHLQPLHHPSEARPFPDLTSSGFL
RPL19A TOR yeast – modulators of TOR pathway RPL19A-GFP in S. cerevisiae; percent response vs DMSO, % at 10 µM; S. cerevisiae RPL19A-GFP strain, flow cytometry, 3 h; hits give low values; hit rate 0.3% among 330,000;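 active = percent response vs DMSO below 50%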;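 also: median channel GFP fluorescence of the barcoded RPL19A-GFP strain; ratio of sample median GFP to plate DMSO average so 100% = DMSO; lower means less RPL19A-GFP as with rapamycin TOR inhibition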
JMJD2C inh – human JMJD2C demethylase inhibition | hit rate 0.069% among 330,000 | GST-JMJD2C(1-420) H3K9me3 demethylation, DELFIA europium | Q9H3R0 | AID 2099 | inhibition, % at 2.35 µM;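 active = more than half of a compound's replicate wells show inhibition beyond 50%, single wells judged on their own value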;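 also: signal counts dimethyl H3K9 product captured on neutravidin plate; 0% = median of DMSO wells and 100% = 0.3 times that DMSO median; strong numbers were not always called active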
LAP4 TOR yeast – alters LAP4-GFP fluorescence in TOR pathway yeast screen | S. cerevisiae LAP4-GFP multiplex, flow cytometry GFP, 3 h; median GFP as percent of DMSO wells | GFP response vs DMSO, % at 10 µM | hit rate 0.34% among 320,000 | AID 2023;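 active = GFP response vs DMSO above a set limit, about the screen mean plus 3 SD, cut at about 150% in these data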
An asterisk follows results filed as active.

Results for CCOC(=O)c1sc2c(c1C)c(=O)n(Cc1ccccc1)c(=O)n2CCN(C)C ?
MEP2-GFP yeast: 108; proCasp7 act: 5; Yeast superoxide: 96; proCasp3 act: 8; AHR activator: 0; RPL19A TOR yeast: 101; JMJD2C inh: -21; LAP4 TOR yeast: 88

How did C=CCNc1nc2ccccc2c(=O)[nH]1 do in these assays?
MEP2-GFP yeast: 101; proCasp7 act: -11; Yeast superoxide: 96; proCasp3 act: 0; AHR activator: 94*; RPL19A TOR yeast: 98; JMJD2C inh: -4; LAP4 TOR yeast: 100

Results for CCN(CC)CCCNC(=O)c1cc2c(=O)n(CC)c3ccccc3c2s1 ?
MEP2-GFP yeast: 87; proCasp7 act: -1; Yeast superoxide: 96; proCasp3 act: -6; AHR activator: 6; RPL19A TOR yeast: 94; JMJD2C inh: -7; LAP4 TOR yeast: 85

Results for O=C(COC(=O)C12CC3CC(CC(C3)C1)C2)NC12CC3CC(CC(C3)C1)C2 ?
MEP2-GFP yeast: 96; proCasp7 act: 1; Yeast superoxide: 90; proCasp3 act: 6; AHR activator: 18; RPL19A TOR yeast: 104; JMJD2C inh: -1; LAP4 TOR yeast: 101

What do the screens show for `CCOc1cc(C(c2c(C)[nH][nH]c2=O)c2c(C)[nH][nH]c2=O)ccc1OCc1ccc([N+](=O)[O-])cc1`?
MEP2-GFP yeast: 97; proCasp7 act: -4; Yeast superoxide: 110; proCasp3 act: 2; AHR activator: -2; RPL19A TOR yeast: 98; JMJD2C inh: 0; LAP4 TOR yeast: 110

How did CCN(CC)C(=O)CN(c1cc2c(cc1OC)oc1ccccc12)S(=O)(=O)c1ccccc1 do in these assays?
MEP2-GFP yeast: 108; proCasp7 act: 6; Yeast superoxide: 97; proCasp3 act: -6; AHR activator: 7; RPL19A TOR yeast: 102; JMJD2C inh: 4; LAP4 TOR yeast: 109

How did O=C(Nc1ccc2nsnc2c1)N1CCCCCC1 do in these assays?
MEP2-GFP yeast: 102; proCasp7 act: 0; Yeast superoxide: 114; proCasp3 act: -3; AHR activator: 3; RPL19A TOR yeast: 100; JMJD2C inh: 7; LAP4 TOR yeast: 101

How did O=c1[nH]nc(SCc2nc3ccccc3s2)n1C1CC1 do in these assays?
MEP2-GFP yeast: 105; proCasp7 act: 0; Yeast superoxide: 92; proCasp3 act: 5; AHR activator: 24; RPL19A TOR yeast: 105; JMJD2C inh: 31; LAP4 TOR yeast: 106

How did CC(=O)c1cccc(CN2CCC(C(=O)Nc3ccc(-c4cccc(C)c4)cc3)CC2)c1 do in these assays?
MEP2-GFP yeast: 87; proCasp7 act: 4; Yeast superoxide: 91; proCasp3 act: -2; AHR activator: 0; RPL19A TOR yeast: 94; JMJD2C inh: -1; LAP4 TOR yeast: 77

How did COc1cccc2c1oc1c(SCc3nc4ccccc4[nH]3)nc(C)nc12 do in these assays?
MEP2-GFP yeast: 104; proCasp7 act: -2; Yeast superoxide: 97; proCasp3 act: 2; AHR activator: 59*; RPL19A TOR yeast: 102; LAP4 TOR yeast: 107

How did c1ccc(Cc2nnc3n2N=C(c2ccccc2)CS3)cc1 do in these assays?
MEP2-GFP yeast: 102; proCasp7 act: 5; Yeast superoxide: 88; proCasp3 act: 2; AHR activator: 1; RPL19A TOR yeast: 96; JMJD2C inh: 6; LAP4 TOR yeast: 111

What do the screens show for `COc1ccc(-c2cn[nH]c2-c2ccc(O)cc2O)cc1OC`?
MEP2-GFP yeast: 109; proCasp7 act: 1; Yeast superoxide: 98; proCasp3 act: 1; AHR activator: 24; RPL19A TOR yeast: 104; JMJD2C inh: 6; LAP4 TOR yeast: 99

Results for Cc1ccc(NC(=O)C2CCCN(c3cnccn3)C2)c(C)c1 (stereo unspecified) ?
MEP2-GFP yeast: 99; proCasp7 act: -2; Yeast superoxide: 138; proCasp3 act: 6; AHR activator: 47*; RPL19A TOR yeast: 98; JMJD2C inh: -18; LAP4 TOR yeast: 97

How did CCN(CC)c1ccc(/C=N/NC(=O)CNC(=O)c2ccccn2)cc1 do in these assays?
MEP2-GFP yeast: 91; proCasp7 act: -8; Yeast superoxide: 107; proCasp3 act: 4; AHR activator: 60*; RPL19A TOR yeast: 101; JMJD2C inh: 0; LAP4 TOR yeast: 99

What do the screens show for `O=C(N/N=C/c1ccc(N2CCCCC2)o1)c1ccccc1[N+](=O)[O-]`?
MEP2-GFP yeast: 99; proCasp7 act: 1; Yeast superoxide: 107; proCasp3 act: -7; AHR activator: -2; RPL19A TOR yeast: 99; JMJD2C inh: 7; LAP4 TOR yeast: 97

Results for C[C@@H](C(=O)O)[C@H]1C[C@]1(C)[C@H](NC(=O)OCc1ccccc1)c1ccccc1 ?
MEP2-GFP yeast: 90; proCasp7 act: 0; Yeast superoxide: 93; proCasp3 act: 1; AHR activator: 5; RPL19A TOR yeast: 99; JMJD2C inh: 4; LAP4 TOR yeast: 103

How did O=C(c1cccc(Cl)c1)N(Cc1cccs1)C1CCS(=O)(=O)C1 (stereo unspecified) do in these assays?
MEP2-GFP yeast: 112; proCasp7 act: -6; Yeast superoxide: 106; proCasp3 act: -5; AHR activator: 2; RPL19A TOR yeast: 99; JMJD2C inh: 12; LAP4 TOR yeast: 95

Results for CN(C)S(=O)(=O)c1ccc(NC(=O)c2c(F)cccc2Cl)cc1 ?
MEP2-GFP yeast: 84; proCasp7 act: -3; Yeast superoxide: 111; proCasp3 act: 3; AHR activator: 5; RPL19A TOR yeast: 92; JMJD2C inh: -6; LAP4 TOR yeast: 92

What do the screens show for `Cc1ccc(N(CC(=O)NC(C)c2ccccc2)S(=O)(=O)c2cccs2)cc1` (stereo unspecified)?
MEP2-GFP yeast: 105; proCasp7 act: 6; Yeast superoxide: 96; proCasp3 act: -2; AHR activator: -1; RPL19A TOR yeast: 99; JMJD2C inh: 8; LAP4 TOR yeast: 102

What do the screens show for `Cc1ccc(NC(=O)c2cc(C)on2)cc1`?
MEP2-GFP yeast: 108; proCasp7 act: -2; Yeast superoxide: 94; proCasp3 act: 5; AHR activator: -4; RPL19A TOR yeast: 102; JMJD2C inh: 8; LAP4 TOR yeast: 112

How did CC1=Nc2cc(C(=O)N3CCCCC3)ccc2Sc2ccc(C)cc21 do in these assays?
MEP2-GFP yeast: 103; proCasp7 act: -3; Yeast superoxide: 107; proCasp3 act: -3; AHR activator: 1; RPL19A TOR yeast: 98; JMJD2C inh: 9; LAP4 TOR yeast: 94

How did COCCCNC(=S)N1CCC(C(=O)c2ccc(Cl)cc2)CC1 do in these assays?
MEP2-GFP yeast: 105; proCasp7 act: 14; Yeast superoxide: 104; proCasp3 act: 9; AHR activator: 1; RPL19A TOR yeast: 103; JMJD2C inh: 9; LAP4 TOR yeast: 88

What do the screens show for `COc1cc(OC)cc(C(=O)N2CCC(N3CCN(c4ccccc4OC)CC3)CC2)c1`?
MEP2-GFP yeast: 100; proCasp7 act: -9; Yeast superoxide: 112; proCasp3 act: -4; AHR activator: 1; RPL19A TOR yeast: 106; JMJD2C inh: -3; LAP4 TOR yeast: 95

Results for COc1ccc(NC(=O)CCNS(=O)(=O)c2cccc3nonc23)c(OC)c1 ?
MEP2-GFP yeast: 107; proCasp7 act: 9; Yeast superoxide: 100; proCasp3 act: 8; AHR activator: -1; RPL19A TOR yeast: 99; JMJD2C inh: 2; LAP4 TOR yeast: 102

Results for CC(Sc1ccsc1[N+](=O)[O-])C(=O)NCc1ccco1 (stereo unspecified) ?
MEP2-GFP yeast: 103; proCasp7 act: -12; Yeast superoxide: 137; proCasp3 act: -7; AHR activator: -1; RPL19A TOR yeast: 103; JMJD2C inh: 7; LAP4 TOR yeast: 95

Results for Nc1ncnc2nc(SCC(=O)Nc3ccccc3F)[nH]c12 ?
MEP2-GFP yeast: 99; proCasp7 act: 4; Yeast superoxide: 95; proCasp3 act: -2; AHR activator: 5; RPL19A TOR yeast: 103; JMJD2C inh: 8; LAP4 TOR yeast: 92

What do the screens show for `CCC1(CC)NC(=O)N(CC(=O)OCC(=O)Nc2cc(C)ccc2C)C1=O`?
MEP2-GFP yeast: 97; proCasp7 act: 5; Yeast superoxide: 100; proCasp3 act: -7; AHR activator: 2; RPL19A TOR yeast: 98; JMJD2C inh: -10; LAP4 TOR yeast: 93

How did CC1CCCN(CC(=O)Nc2cc(S(=O)(=O)N3CCOCC3)ccc2N2CCCC2)C1 (stereo unspecified) do in these assays?
MEP2-GFP yeast: 99; proCasp7 act: -3; Yeast superoxide: 84; proCasp3 act: 5; AHR activator: 1; RPL19A TOR yeast: 93; JMJD2C inh: -4; LAP4 TOR yeast: 97

Results for CC(=O)N(C(C)=O)N1C(=O)c2cccc3c(N4CCOCC4)ccc(c23)C1=O ?
MEP2-GFP yeast: 88; proCasp7 act: -5; Yeast superoxide: 106; proCasp3 act: -11; AHR activator: 4; RPL19A TOR yeast: 94; JMJD2C inh: 15; LAP4 TOR yeast: 96

Results for COCCCn1c(=O)c2ccccc2n(CC(=O)NC2CCCCC2)c1=O ?
MEP2-GFP yeast: 108; proCasp7 act: -1; Yeast superoxide: 95; proCasp3 act: 5; AHR activator: -1; RPL19A TOR yeast: 106; JMJD2C inh: 3; LAP4 TOR yeast: 105

How did CC(C)Cc1nnc(NC(=O)CSc2nc(N)cc(=O)[nH]2)s1 do in these assays?
MEP2-GFP yeast: 99; proCasp7 act: -4; Yeast superoxide: 113; proCasp3 act: 2; AHR activator: 0; RPL19A TOR yeast: 100; JMJD2C inh: 3; LAP4 TOR yeast: 104

How did COc1cc(CN2CCN(CCCc3ccccc3)CC2CCO)cc(OC)c1 (stereo unspecified) do in these assays?
MEP2-GFP yeast: 113; proCasp7 act: 2; Yeast superoxide: 103; proCasp3 act: -1; AHR activator: 3; RPL19A TOR yeast: 102; JMJD2C inh: 16; LAP4 TOR yeast: 101

How did O=C(c1ccc2c(c1)OCO2)N1CCNc2ccccc2C1 do in these assays?
MEP2-GFP yeast: 106; proCasp7 act: 6; Yeast superoxide: 111; proCasp3 act: 2; AHR activator: 21; RPL19A TOR yeast: 101; JMJD2C inh: -2; LAP4 TOR yeast: 99

Results for CSc1nc2c(C)c(C)c(C)c(C)c2[nH]1 ?
MEP2-GFP yeast: 101; proCasp7 act: 0; Yeast superoxide: 101; proCasp3 act: 2; AHR activator: 47*; RPL19A TOR yeast: 102; JMJD2C inh: -3; LAP4 TOR yeast: 96

How did CNC(=O)COC(=O)c1cc2c(s1)CCCC2 do in these assays?
MEP2-GFP yeast: 99; proCasp7 act: 5; Yeast superoxide: 109; proCasp3 act: 11; AHR activator: 1; RPL19A TOR yeast: 99; JMJD2C inh: 40; LAP4 TOR yeast: 105

A draw from above in order of SMILES length, falling.
How did CC1CCCN(CC(=O)Nc2cc(S(=O)(=O)N3CCOCC3)ccc2N2CCCC2)C1 (stereo unspecified) do in these assays?
MEP2-GFP yeast: 99; proCasp7 act: -3; Yeast superoxide: 84; proCasp3 act: 5; AHR activator: 1; RPL19A TOR yeast: 93; JMJD2C inh: -4; LAP4 TOR yeast: 97

How did COc1cc(CN2CCN(CCCc3ccccc3)CC2CCO)cc(OC)c1 (stereo unspecified) do in these assays?
MEP2-GFP yeast: 113; proCasp7 act: 2; Yeast superoxide: 103; proCasp3 act: -1; AHR activator: 3; RPL19A TOR yeast: 102; JMJD2C inh: 16; LAP4 TOR yeast: 101

How did CNC(=O)COC(=O)c1cc2c(s1)CCCC2 do in these assays?
MEP2-GFP yeast: 99; proCasp7 act: 5; Yeast superoxide: 109; proCasp3 act: 11; AHR activator: 1; RPL19A TOR yeast: 99; JMJD2C inh: 40; LAP4 TOR yeast: 105
